TDP2 absorb: blocks human TDP2 phosphodiesterase activity. O95551. recombinant TDP2, T5PNP hydrolysis, p-nitrophenol absorbance 415 nm. inhibition, % at 12.8 µM. 0.34% of 370,000 active. AID 720702;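 active = inhibition above the mean of all tested compounds plus 3 SD, set per campaign, cut at about 25% in these data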;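 note: 0% = DMSO with enzyme and 100% = buffer with substrate but no TDP2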
Target sequence (O95551 whole entry, looked up): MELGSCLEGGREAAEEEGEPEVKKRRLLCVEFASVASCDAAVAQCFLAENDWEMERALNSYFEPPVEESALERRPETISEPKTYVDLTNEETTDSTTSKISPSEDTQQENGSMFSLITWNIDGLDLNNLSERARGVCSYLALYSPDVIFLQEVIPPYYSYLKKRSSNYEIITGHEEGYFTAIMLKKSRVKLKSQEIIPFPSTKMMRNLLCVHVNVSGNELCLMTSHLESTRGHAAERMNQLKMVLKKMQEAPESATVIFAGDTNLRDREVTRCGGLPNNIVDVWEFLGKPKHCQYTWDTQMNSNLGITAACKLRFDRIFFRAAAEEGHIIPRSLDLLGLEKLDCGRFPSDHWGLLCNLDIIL
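test system = human TDP2 enzyme | input = TDP2 enzyme at 120 nM final | medium = 50 mM Tris-HCl pH 7.5 with Mg2+, KCl, DTT, BSA | also added = T5PNP substrate, 5 mM | times = 2 h at 37 °C | technique = epi absorbance | benchmarks = high control without enzyme, low control DMSO plus TDP2 | replication = each compound tested once, singlicate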
rCAG RNA binder: molecules binding r(CAG) RNA repeats; r(CAG) RNA repeat, TO-PRO-1 dye displacement fluorescence; inhibition, % at 3 µM; 1.3% of 370,000 active;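 active = inhibition above the plate cutoff, the mean of all test compounds on that plate plus 3 SD, cut at about 35% in these data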;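 note: 0% = DMSO alone and 100% = 100 µM mitoxantrone as full dye displacement; higher means more dye released from RNA so lower well fluorescence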
HTRA1 inh: HTRA1 (human) protease inhibition | recombinant HTRA1, FP-rhodamine activity-based probe, fluorescence polarization | 0.5% of 340,000 active | inhibition, % at 5.96 µM | AID 504803; in the data active = inhibition above about 36%;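 note: 0% = enzyme with DMSO and 100% = wells lacking enzyme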
LEDGF integ inh: blocks HIV-1 LEDGF/p75-dependent DNA integration | TR-FRET IN-LEDGF/p75 DNA integration, Eu/Cy5 | inhibition, % at 3.7 µM | 0.64% of 370,000 active;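 active = inhibition above the screen-wide mean plus 3 SD, cut at about 13% in these data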;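 note: signal is the Cy5 over europium emission ratio at 671 and 618 nm; 0% = plate median of compound wells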
MBD2 DNA inh: blocks human MBD2 binding to methylated DNA. Q9UBB5. TR-FRET, MBD2 binding to methylated oligonucleotide. inhibition, % at 4.4 µM. 0.31% of 370,000 active; in the data active = inhibition above about 13%
Target sequence (Q9UBB5 whole entry, looked up): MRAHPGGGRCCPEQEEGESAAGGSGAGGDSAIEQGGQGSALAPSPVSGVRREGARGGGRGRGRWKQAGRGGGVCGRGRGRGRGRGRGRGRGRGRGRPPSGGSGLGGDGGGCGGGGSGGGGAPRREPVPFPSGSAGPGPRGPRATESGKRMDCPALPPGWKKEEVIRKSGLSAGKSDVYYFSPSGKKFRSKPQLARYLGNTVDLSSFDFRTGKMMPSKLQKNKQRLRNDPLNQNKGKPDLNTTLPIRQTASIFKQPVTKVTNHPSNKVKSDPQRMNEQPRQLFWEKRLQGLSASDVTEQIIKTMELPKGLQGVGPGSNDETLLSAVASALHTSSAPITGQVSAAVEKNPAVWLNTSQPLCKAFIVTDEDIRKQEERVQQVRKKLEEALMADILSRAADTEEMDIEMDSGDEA
PRMT1 FP inh: inhibitors of human PRMT1 | Q99873 | recombinant PRMT1, activity-based probe fluorescence polarization | inhibition, % at 2.79 µM | 1.3% of 370,000 active | AID 652257;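 active = inhibition above about 21% made by adding two undisclosed values, limit read from the data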
mABHD4 FP: inhibitors of mouse ABHD4; inhibition, % at 8.92 µM; AID 720543; purified mABHD4, FP-Rh probe fluorescence polarization; 0.54% of 370,000 active;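 active = inhibition exceeding the mean over every tested compound plus 3 SD, cut at about 30% in these data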;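 note: 0% = plate median of compound wells and 100% = S159A mutant with DMSO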
Target sequence (Q8VD66 whole entry, looked up): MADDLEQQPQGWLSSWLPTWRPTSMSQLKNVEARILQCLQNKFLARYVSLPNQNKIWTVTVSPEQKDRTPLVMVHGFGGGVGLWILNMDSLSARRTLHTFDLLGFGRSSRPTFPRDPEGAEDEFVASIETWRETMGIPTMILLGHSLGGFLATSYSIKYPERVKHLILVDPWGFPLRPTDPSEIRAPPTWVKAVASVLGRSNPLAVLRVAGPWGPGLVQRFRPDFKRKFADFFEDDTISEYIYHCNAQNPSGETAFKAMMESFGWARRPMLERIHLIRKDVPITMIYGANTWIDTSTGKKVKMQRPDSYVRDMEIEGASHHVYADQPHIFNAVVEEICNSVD
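Assay system: wild-type mouse ABHD4 protein; compound: single nominal dose of 8.92 µM, 0.89% DMSO final; schedule: 45 min + 60 min at 25 °C; measured by: FP readout, ex 525 nm / em 598 nm; evaluation: % inhibition of FP-Rh probe binding versus controls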
NPR2 activator: GC-B (human) receptor activation; P20594; HEK293-GC-B cells, CNP EC30, cGMP TR-FRET; 0% at EC30 CNP, 100% saturating CNP; activation, % at 10 µM; 0.11% of 370,000 active; AID 1920062;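 active = activation at 10 µM reaching about 35% in either raw or pattern-adjusted values, limit read from the data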
SIAE primary: human SIAE inhibition, primary screen; Q9HAT2; SIAE FP-Rh probe binding, fluorescence polarization; inhibition, % at 9.66 µM; 0.69% of 370,000 active;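 active = inhibition above a cutoff: mean of compounds within the control limits plus 3 SD of those, cut at about 17% in these data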;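 note: 0% = plate median of compound wells and 100% = probe without SIAE protein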
TCR-CD3 inh: inhibitors of human TCR-CD3 interaction; TAMRA-labeled TCR probe fluorescence, biochemical; 0.37% of 360,000 active; inhibition, % at 9.4 µM; in the data active = inhibition above about 19%;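 note: recombinant mutant TCR 2C K166C tagged with TAMRA read by polarization; 0% = receptor in buffer alone and 100% = receptor with positive control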
Numbers without * were called inactive; x = not tested or not shown. The list is partial; count on the stated rates, not on these rows.

Results follow in this order: TDP2 absorb	rCAG RNA binder	HTRA1 inh	LEDGF integ inh	MBD2 DNA inh	PRMT1 FP inh	mABHD4 FP	NPR2 activator	SIAE primary	TCR-CD3 inh
[1] COC(=O)CSc1cc(C)nc(NC(C)=O)n1
→ -9	1	3	-2	-2	-4	3	-3	-1	1
[2] CCCc1nc2oc3c(NCCN4CCOCC4)ncnc3c2c2c1CCCC2
→ -7	3	-4	-3	12	5	-18	3	-6	-1
[3] CCOC(=O)C1=C(C)NC(=O)CC1c1cc2c(cc1Br)OCO2 (stereo not given)
→ -3	-4	-8	1	0	-2	7	-2	-3	3
[4] COc1cccc(/C(C)=N/NC(=O)Cc2c(C)[nH][nH]c2=O)c1
→ 7	-3	2	-1	0	4	4	4	2	-3
[5] Cc1cccc(C)c1NC(=O)Cn1nc(-c2ccc(Cl)s2)ccc1=O
→ -1	5	-20	1	-2	3	1	-4	-3	-4
[6] O=C(COC(=O)c1cccnc1Cl)NCCc1ccccc1
→ 2	0	7	0	2	3	5	1	2	0
[7] COc1ccc(CCC(=O)OCC(=O)c2ccc(C)cc2)cc1
→ -7	-1	-15	-3	4	2	6	-1	-7	2
[8] COc1cccc(C2CC(c3c(-c4ccccc4)c4cc(Cl)ccc4[nH]c3=O)=NN2S(C)(=O)=O)c1OC (stereo not given)
→ -6	12	-50	0	-1	3	-14	-10	-25	-4
[9] CC(=O)c1ccc(-c2c(C)cc3oc(=O)cc(-c4ccccc4)c3c2C)cc1
→ -4	5	-43	-1	2	4	-10	-4	-6	6
[10] CCC(C(=O)NC1CCCCCC1)n1nc(C)c2c(C)n(-c3ccccc3)nc2c1=O (stereo not given)
→ -4	-9	3	1	-2	1	-11	-2	-9	4
[11] COc1ccc(S(=O)(=O)N2CCCC(C(=O)Nc3cccc(C(C)=O)c3)C2)cc1 (stereo not given)
→ -3	-5	-3	-1	-3	-3	-10	-9	5	-5
[12] COC(=O)[C@]12C[C@H](CC(=O)NCCc3ccccc3OC)C(=O)N(Cc3ccccc3)C1=C[C@H](C1CCCC1)O[C@@H]2C
→ 3	2	x	0	3	-2	-6	-9	-2	6
[13] CCOC(=O)c1cc2cc3ccccc3cc2[nH]1
→ -4	8	11	0	-4	-5	5	-10	4	-5
[14] CN1C[C@@H](CO)O[C@@H](n2cnc3c(N4CCN(CCO)CC4)ncnc32)C1
→ -9	0	x	4	-1	-6	-4	-1	4	5
[15] CC(/C=C/c1ccco1)=N/NC(=O)C1COc2ccccc2O1 (stereo not given)
→ 5	8	-4	0	-1	2	-2	-1	10	1
[16] Cc1ccccc1C(=O)NCc1nnc(SCC(=O)N2c3ccccc3Sc3ccccc32)n1C
→ 5	-4	-3	-2	1	1	-7	-7	9	0
[17] O=C(Nc1ccccc1)/C(=C\c1ccccc1)NC(=O)c1ccco1
→ 9	2	x	3	-1	-4	0	-2	4	-1
[18] CCCNC(=S)NNC(=O)c1cc(-c2cccnc2)nc2ccccc12
→ 2	20	-3	-2	-6	1	1	-3	4	-2
[19] COc1cccc(/C=C/C(=O)Nc2ccc(C(=O)Nc3cccc(S(N)(=O)=O)c3)cc2)c1OC
→ -2	10	-27	-3	-4	0	-27	2	-40	-4
[20] Cc1ccccc1OC(C)C(=O)Nc1ccc2c(c1)OCO2 (stereo not given)
→ -20	-5	3	-3	4	2	-6	0	3	-10
[21] O=S(=O)(c1ccc(SCCO)nc1)N1CCOCC1
→ -2	3	0	2	0	-3	-4	5	-4	2
[22] Cc1cc(=O)[nH]c(SCC(=O)Nc2ccc(F)cc2F)n1
→ -2	8	x	-4	-2	0	2	-11	-1	x
[23] Nc1[nH]nc2nc3ccccc3cc12
→ -6	0	0	6	-10	-4	-1	-9	5	8
[24] CCCC(=O)N1CCOCC1c1cc(C(=O)Nc2ccccc2)no1 (stereo not given)
→ -11	0	x	1	2	-2	-2	6	-2	5
[25] CCOC(=O)N1CCC(NC(=O)C(CC(C)C)NC(=O)C2CCC(C)CC2)CC1 (stereo not given)
→ 5	-12	-2	-1	0	0	2	6	4	1
[26] Cc1ccc(N)cc1O
→ -15	3	5	5	1	39*	27	-3	-1	-3
[27] Cc1ccc(CNC(=O)CCCc2cn(C)c3ccccc23)cc1
→ -2	-7	-14	-3	-3	0	-4	3	6	-9
[28] COc1cnc(SCc2ccc(Cl)cc2)nc1Cl
→ 9	-1	-8	-4	1	-1	-7	-10	6	6
[29] O=c1c2ccccc2[nH]c(=S)n1CCN1CCCCC1
→ 3	-2	-3	0	5	2	0	-3	9	-3
[30] C[N+](C)(C)C[C@H](O)CC(=O)[O-]
→ -3	1	5	-1	-3	9	6	0	3	-6

Given with tabs: entries from further up
cpd	compound	TDP2 absorb	rCAG RNA binder	HTRA1 inh	LEDGF integ inh	MBD2 DNA inh	PRMT1 FP inh	mABHD4 FP	NPR2 activator	SIAE primary	TCR-CD3 inh
8	COc1cccc(C2CC(c3c(-c4ccccc4)c4cc(Cl)ccc4[nH]c3=O)=NN2S(C)(=O)=O)c1OC (stereo not given)	-6	12	-50	0	-1	3	-14	-10	-25	-4
9	CC(=O)c1ccc(-c2c(C)cc3oc(=O)cc(-c4ccccc4)c3c2C)cc1	-4	5	-43	-1	2	4	-10	-4	-6	6
10	CCC(C(=O)NC1CCCCCC1)n1nc(C)c2c(C)n(-c3ccccc3)nc2c1=O (stereo not given)	-4	-9	3	1	-2	1	-11	-2	-9	4
11	COc1ccc(S(=O)(=O)N2CCCC(C(=O)Nc3cccc(C(C)=O)c3)C2)cc1 (stereo not given)	-3	-5	-3	-1	-3	-3	-10	-9	5	-5
12	COC(=O)[C@]12C[C@H](CC(=O)NCCc3ccccc3OC)C(=O)N(Cc3ccccc3)C1=C[C@H](C1CCCC1)O[C@@H]2C	3	2	x	0	3	-2	-6	-9	-2	6
13	CCOC(=O)c1cc2cc3ccccc3cc2[nH]1	-4	8	11	0	-4	-5	5	-10	4	-5
14	CN1C[C@@H](CO)O[C@@H](n2cnc3c(N4CCN(CCO)CC4)ncnc32)C1	-9	0	x	4	-1	-6	-4	-1	4	5
15	CC(/C=C/c1ccco1)=N/NC(=O)C1COc2ccccc2O1 (stereo not given)	5	8	-4	0	-1	2	-2	-1	10	1
16	Cc1ccccc1C(=O)NCc1nnc(SCC(=O)N2c3ccccc3Sc3ccccc32)n1C	5	-4	-3	-2	1	1	-7	-7	9	0
17	O=C(Nc1ccccc1)/C(=C\c1ccccc1)NC(=O)c1ccco1	9	2	x	3	-1	-4	0	-2	4	-1
18	CCCNC(=S)NNC(=O)c1cc(-c2cccnc2)nc2ccccc12	2	20	-3	-2	-6	1	1	-3	4	-2

One compound at a time (already shown):
`COC(=O)CSc1cc(C)nc(NC(C)=O)n1` across the screens: TDP2 absorb = -9; rCAG RNA binder = 1; HTRA1 inh = 3; LEDGF integ inh = -2; MBD2 DNA inh = -2; PRMT1 FP inh = -4; mABHD4 FP = 3; NPR2 activator = -3; SIAE primary = -1; TCR-CD3 inh = 1
`Cc1cc(=O)[nH]c(SCC(=O)Nc2ccc(F)cc2F)n1` across the screens: TDP2 absorb = -2; rCAG RNA binder = 8; HTRA1 inh = x; LEDGF integ inh = -4; MBD2 DNA inh = -2; PRMT1 FP inh = 0; mABHD4 FP = 2; NPR2 activator = -11; SIAE primary = -1; TCR-CD3 inh = x

Additional results follow.
Results follow in this order: TDP2 absorb	rCAG RNA binder	HTRA1 inh	LEDGF integ inh	MBD2 DNA inh	PRMT1 FP inh	mABHD4 FP	NPR2 activator	SIAE primary	TCR-CD3 inh
[31] Cc1ccc(C(c2nnnn2CS(=O)(=O)c2ccc(C)cc2)N2CCC(C)CC2)cc1 (stereo not given)
→ 5	1	7	1	-6	-2	10	-1	1	5
[32] COc1ccc(S(=O)(=O)N2CCN(Cc3cc4c(cc3Br)OCCO4)CC2)cc1
→ 6	3	-15	0	-1	6	-7	-5	-8	1
[33] CCN(c1ccc(C)c(C)c1)S(=O)(=O)c1c(C)[nH]c(=O)[nH]c1=O
→ -3	2	-5	-2	-2	-3	-3	4	-8	2
[34] CCOC(=O)c1c(C)n(C)c2ccc(OCC(O)CN3CCN(C)CC3)cc12 (stereo not given)
→ 3	-1	0	1	0	1	-7	-7	0	1
[35] COc1ccc(-n2nnc3c(SCC(=O)OCc4ccccc4)ncnc32)cc1
→ 2	2	-1	2	2	1	0	0	-3	5
[36] C=CCn1c(SCC(=O)NCCOC)nnc1-c1cc2c(s1)CCC(CC)C2 (stereo not given)
→ 1	-7	-3	-4	4	1	5	0	-5	-1
[37] CC(OC(=O)C(C)Oc1ccccc1)C(=O)Nc1ccc(S(=O)(=O)N2CCCCC2)cc1 (stereo not given)
→ -4	4	-17	-7	3	4	-17	4	-5	-8
[38] CCCCN(C(=O)C1=CC=CN2CCS(=O)(=O)N=C12)c1ccccc1
→ -4	-4	3	-2	-3	4	-2	3	4	-7
[39] CN(C(=O)C(=O)c1cn(CC(=O)N2CCCC2)c2ccccc12)C1CCCCC1
→ 1	-1	-2	0	-3	-2	8	7	-5	0
[40] CCC(=O)Nc1ccc(C(=O)COC(=O)c2sc(C)nc2C)cc1
→ -5	1	-7	-1	5	-4	-1	-3	0	6
[41] Cc1n[nH]c(=O)c2c(NC(=O)COC(=O)c3ncc(Cl)c(Cl)c3Cl)oc(C)c12
→ 3	3	11	-2	1	8	12	3	8	-5
[42] Cc1cccc(-c2cccc(NC(=O)C3CCCN(Cc4cccnc4)C3)c2)c1 (stereo not given)
→ -10	-4	-36	1	0	-11	-2	3	-3	-2
[43] O=C(Cc1ccccc1)Nc1ccc(C(=O)NCC2COc3ccccc3O2)cc1 (stereo not given)
→ -15	4	-32	3	4	2	-10	-2	-7	3
[44] Cc1cc(C)nc(NS(=O)(=O)c2ccc(NC(=O)c3cc(=O)c4ccccc4o3)cc2)n1
→ -4	18	-9	-5	3	1	-3	-5	-11	-1
[45] FC(F)(F)c1nnc(N2CCN(c3ccc(Cl)cc3)CC2)s1
→ 11	-2	0	-2	-1	3	-1	-4	1	0
[46] Cc1cccc(NC(=O)CSc2nnc(CNC(=O)c3ccco3)n2C)c1C
→ 8	0	1	-5	1	6	-4	0	3	-4
[47] O=C(O)COc1ccc(/C=N/NC(=O)/C(=C/C=C/c2ccccc2)NC(=O)c2ccccc2)cc1
→ 3	53*	-9	0	0	-1	-3	4	-6	-8
[48] COc1ccc(-c2csc3ncnc(N4CCN(c5cccc(C)c5C)CC4)c23)cc1
→ 8	2	1	0	-3	-4	-4	5	-4	8
[49] C=CCn1c(CCc2ccccc2)nnc1SCC(=O)OC
→ -5	-6	1	7	3	-3	-1	0	5	5
[50] Cc1cccc(CN2CCC(n3nccc3NC(=O)CCCc3ccccc3)CC2)c1
→ 0	-1	-1	1	3	-1	-2	-6	-1	4
[51] CC12C=CC(=O)C=C1C(F)CC1C3CCC(O)(C(=O)CO)C3(C)CC(O)C12F (stereo not given)
→ -11	3	0	1	-4	-3	-1	2	5	-4
[52] Cc1ccc2[nH]cc(C(=O)CN3CCN(c4ccccn4)CC3)c2c1
→ -5	0	-8	-4	5	1	-5	0	-5	3
[53] COC(=O)c1cn(N(C)c2ncc(C(F)(F)F)cc2Cl)c(=O)c2ccccc12
→ 10	0	7	-4	1	-2	5	0	-3	7
[54] Cc1cccc(NC(=O)COC(=O)c2ccc(S(=O)(=O)N3CCCCCC3)cc2)c1
→ -3	3	-1	0	2	5	-6	5	3	-8
